Vif-A3F inh – inhibitors of Vif-A3F interaction; AID 602313; 390,000 tested, 0.2% active; HeLa A3F-eYFP + Vif (tagged APOBEC3F with the HIV-1 protein that degrades it), YFP fluorescence increase; Potency, µM (doses to about 46.1 µM), inactives show top-dose activity, negative = active; note: potency is the fitted concentration of half-maximal effect; % of control where 0% means no effect; nearly all actives have a fitted effect of over 65% in size
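HeLa cells stably expressing A3F-eYFP plus Vif, plated and incubated overnight at 37 deg C, then exposed to compounds overnight at 37 deg C. Blocked degradation read as raised yellow fluorescence (Ex 488/Em 500-530).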
TrxR1 substrate – substrates of rat thioredoxin reductase 1; AID 588456; Potency, µM (series often up to 114 µM), for the others: top-dose activity change, negative = substrate turnover; O89049; purified TrxR1 substrate turnover, NADPH consumption readout; 390,000 tested, 0.01% active; note: potency is the fitted concentration of half-maximal effect; % is set by controls: 0 for no effect and ±100 for the full control effect; nearly all actives have a fitted effect of over 50% in size
Target sequence (O89049 whole entry, looked up): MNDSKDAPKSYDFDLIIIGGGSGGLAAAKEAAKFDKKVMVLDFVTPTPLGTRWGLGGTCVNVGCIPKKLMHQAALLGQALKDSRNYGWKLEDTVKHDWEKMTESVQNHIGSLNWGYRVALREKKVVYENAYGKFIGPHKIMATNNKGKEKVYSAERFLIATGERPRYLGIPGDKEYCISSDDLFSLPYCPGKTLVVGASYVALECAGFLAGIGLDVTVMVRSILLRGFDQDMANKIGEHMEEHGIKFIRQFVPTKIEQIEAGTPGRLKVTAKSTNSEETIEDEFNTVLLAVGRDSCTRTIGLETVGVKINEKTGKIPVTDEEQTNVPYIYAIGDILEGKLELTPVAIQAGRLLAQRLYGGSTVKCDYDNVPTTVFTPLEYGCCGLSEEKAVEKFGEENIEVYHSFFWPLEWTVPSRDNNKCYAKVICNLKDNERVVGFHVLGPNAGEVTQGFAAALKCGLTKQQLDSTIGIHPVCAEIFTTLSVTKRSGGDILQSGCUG
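Rat TrxR1, dispensed at 90 nM, was prereduced with 400 uM NADPH (final) for 5 min at ~22 deg C, then incubated with compound 15 min before 400 uM selenite. A first-read NADPH fluorescence drop versus no-compound background flagged substrates.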
USP1 inh – USP1/UAF1 (human) deubiquitinase inhibition. Potency, µM (series often up to 57.1 µM), inactives show at the highest dose activity change, negative = inhibition, actives largely listed as inhibitors. recombinant USP1/UAF1, Ub-Rhodamine cleavage fluorescence. O94782. 390,000 tested, 0.23% active. AID 743255; note: potency is the fitted concentration of half-maximal effect; % is set by controls: 0 for no effect and ±100 for the full control effect; nearly all actives have a fitted effect of over 60% in size; inactives centre near -12
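USP1/UAF1 complex at 1 nM was preincubated with compound for 15 min at room temperature, then Ub-Rho substrate (150nM final) was added. Fluorescence (480/540 nm) was read kinetically, 6 reads every 60 seconds.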
Vif-A3G inh – Vif-A3G binding inhibition; Potency, µM (series often up to 46.1 µM), inactives show at the top dose activity, negative = active, hits mostly inhibitors; HeLa A3G-eYFP + Vif (tagged APOBEC3G with the HIV-1 protein that degrades it), YFP fluorescence, overnight; 410,000 tested, 0.076% active;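 note: potency is the fitted concentration of half-maximal effect; % is set by controls: 0 for no effect and ±100 for the full control effect; nearly all actives have a fitted effect of over 60% in size; hits raise eYFP signal because A3G escapes Vif-driven loss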
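Read-out is eYFP fluorescence (Ex 488/Em 500-530) from Vif-expressing HeLa A3G-eYFP cells; more signal means A3G escaped Vif-mediated degradation. Cells plated overnight, compound pinned in, incubated overnight at 37 deg C.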
Glioma ERSR ind – ER stress response induction in glioma | Potency, µM, without a hit: at the top dose activation, usual class: activators | 420,000 tested, 0.02% active | U87-MG GRP78 promoter luciferase reporter, 16 h; note: potency is the fitted concentration of half-maximal effect; series mostly up to about 76 µM; % of control where 0% means no effect; nearly all actives have a fitted effect of over 35% in size
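Stably transfected U87-MG glioma cells carrying a GRP78-based luciferase sensor; 16 h compound incubation. Luminescence end-point read 10 min after Bright-Glo addition at room temperature.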
RGS4 inh – blocks human RGS4-accelerated GTP hydrolysis | P49798 | Transcreener GDP fluorescence polarization, RGS4-accelerated GTP hydrolysis | Potency, µM (top dose mostly 114 µM), inactives show at the highest dose activity change, negative = inhibition, most hits filed as inhibitors | 390,000 tested, 0.039% active; note: potency is the fitted concentration of half-maximal effect; % is set by controls: 0 for no effect and ±100 for the full control effect; nearly all actives have a fitted effect of over 75% in size; some results filed as inactive show a strong effect at the top dose
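MLSMR compounds (23 nl, pin-transferred) preincubated 10 min at room temperature with a 500nM (2x) first reagent, then RGS4 at 900nM (2x) plus Transcreener GDP mix added; fluorescence polarization (620/688 nm) read before and after 90 min at 30 °C.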
LDHA inh – blocks human lactate dehydrogenase A. P00338. purified LDHA, NADH/diaphorase-resazurin fluorescence; stronger effect = lower value. activity change, % (values are at about 110 or 230 µM). 480,000 tested, 0.15% active; in the data active = activity change below about -30%; inconclusive = mostly about -25% to -30%;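 note: plate controls were DMSO wells for no effect and wells without enzyme for full effect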
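LDH5 2 nM; NADH 0.06 mM, pyruvate 0.2 mM; 200 mM Tris pH 7.4, EDTA, Tween-20; 5 min RT. Detection: diaphorase 0.133 mg/mL + resazurin 37 µM, fluorescence ex540/em590 at 0 and 20 min; normalized to enzyme-free and DMSO wells.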
IDH1 R132H inh – human IDH1 R132H inhibition; O75874; IDH1-R132H enzyme, NADPH consumption, diaphorase/resazurin fluorescence; Potency, µM (top dose mostly 76.6 µM), for inactives: at the highest dose activity change, negative = inhibition, actives largely listed as inhibitors; 390,000 tested, 0.093% active; AID 602179; note: potency is the fitted concentration of half-maximal effect; % is set by controls: 0 for no effect and ±100 for the full control effect; nearly all actives have a fitted effect of over 65% in size
Target sequence (O75874 whole entry R132H, stated change not applied): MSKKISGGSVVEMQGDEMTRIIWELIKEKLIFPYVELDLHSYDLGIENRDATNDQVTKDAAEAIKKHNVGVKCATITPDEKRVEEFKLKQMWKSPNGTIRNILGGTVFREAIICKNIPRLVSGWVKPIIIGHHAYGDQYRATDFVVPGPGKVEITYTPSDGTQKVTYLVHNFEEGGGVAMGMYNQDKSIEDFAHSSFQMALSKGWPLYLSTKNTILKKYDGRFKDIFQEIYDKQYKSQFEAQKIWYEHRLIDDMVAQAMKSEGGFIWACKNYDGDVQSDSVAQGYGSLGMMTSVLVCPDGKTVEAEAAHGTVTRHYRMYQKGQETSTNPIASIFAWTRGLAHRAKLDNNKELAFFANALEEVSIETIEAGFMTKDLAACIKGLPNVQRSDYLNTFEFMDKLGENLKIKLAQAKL
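IDH1-R132H (0.5 ug/mL) preincubated 30 min with compound, then NADPH (0.016 mM) and alpha-KG (2 mM) added; 80 min at RT, pH 7.5. Remaining NADPH coupled via diaphorase/resazurin to fluorescence (540/590 nm); concentration-response curves normalized to no-enzyme control.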
rTrxR1 inhibitor – rat TrxR1 inhibition. Potency, µM (series often up to 114 µM), for inactives: top-dose activity change, negative = inhibition, hits mostly inhibitors. recombinant rTrxR1, NADPH fluorescence consumption, selenite substrate. 390,000 tested, 1% active. O89049; note: potency is the fitted concentration of half-maximal effect; % is set by controls: 0 for no effect and ±100 for the full control effect; nearly all actives have a fitted effect of over 65% in size
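Rat TrxR1 (90 nM in the dispensed reagent) was pre-reduced with 400 uM NADPH for 5 min at room temperature, then incubated with compound for 15 min. After 400 uM selenite was added, NADPH fluorescence (Ex 340/Em 450 nm) was followed for 8 min.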
Active calls of the source: *; ? = inconclusive; / = not tested or not shown; [ ] = remark or other dose. Unless noted, calls come from the whole dose curve; as a rule, active = well fitted curve in the direction sought with a large enough effect; inconclusive = small, poorly fitted or top-dose-only effect, or another doubt; inactive = no such curve, though single readings can be large; an effect the other way counts as inactive or inconclusive. An excerpt; the hit share may differ from the screen's.

Values run as follows: Vif-A3F inh	TrxR1 substrate	USP1 inh	Vif-A3G inh	Glioma ERSR ind	RGS4 inh	LDHA inh	IDH1 R132H inh	rTrxR1 inhibitor
- CC1CCC2(CC1)NC(=O)N(CC(=O)NCCc1ccccc1)C2=O (stereo not given)
  3%	-4%[2.29 µM]	11%	2%	1%	21%	-1	2%	-7%[2.29 µM]
- CCOC(=O)c1ccccc1NC(=O)c1c(F)c(F)c(F)c(F)c1F
  -14%	2%	-14%	-4%	-2%	-5%	-1	6%	14%
- CC(=O)Nc1ccc(N2CCN(C(C)=O)CC2)cc1
  -2%	7%	-14%	-1%	-1%	6%	4	-6%	4%
- CC(C)CNC(=O)COC(=O)c1c2c(nc3ccccc13)CCC2
  -3%	6%	?	-2%	-5%	-3%	-15	-4%	-9%
- COc1ccccc1CNC(=O)C(C)Sc1ccc(C)cc1 (stereo not given)
  0%	5%[57.1 µM]	-3%	2%	-4%	?	-3	0%	11%[57.1 µM]
- CC1C/C(=N\NC(=S)NC(C)C)CC(C)(C)C1 (stereo not given)
  /	-4%	-11%	0%	-3%	-28%	-10	1%	-18%
- CC(C)(C)n1nc2c(c1NC(=O)c1ccc(Br)o1)CS(=O)C2 (stereo not given)
  /	0%	-9%	1%	-2%	-4%	-1	2%	-1%
- COc1cc(-c2nnc(SCc3c(F)cccc3Cl)o2)cc(OC)c1OC
  2%	-1%	-22%	-11%	-1%	-14%	0	6%	12%
- COc1ccc(NC(=O)CS(=O)(=O)c2ccc(C)cc2)c(OC)c1
  3%	7%	-7%	0%	-1%	12%	-6	-5%	26%
- COc1ccc(Cl)cc1NC(=O)NCCCl
  2%	-11%	0%	0%	-5%	-22%	-7	2%	-11%
- O=[N+]([O-])c1ccc(Oc2cccnc2)nc1
  0%	-3%[57.1 µM]	-1%	2%	-1%	17%	-4	5%	-13%[57.1 µM]
- CN1CCC(NC(=O)c2ccncc2)CC1
  -3%	-2%	-11%	2%	-4%	-14%	1	-12%	15%
- Cc1cc(C)nc(OC(C(=O)O)C(OCCc2ccccc2)(c2ccccc2)c2ccccc2)n1 (stereo not given)
  7%	-9%	-1%	-17%	-4%	0%	-3	1%	-7%[57.1 µM]
- O=C(N1CCCCC1)C1(c2ccccc2)CCCCC1
  -28%	3%	-19%	-11%	-3%	-26%	-4	4%	24%
- COc1ccccc1N1C(=O)c2cccc3c(N(C)CCO)ccc(c23)C1=O
  ?	-19%	?	?	-3%	-9%	2	-1%	-22%
- CCCCC(CC)COP(=O)(OCC(CC)CCCC)OCC(CC)CCCC (stereo not given)
  0%	6%	-27%	0%	-3%	5%	-6	7%	19%
- O=C(NCCc1ccccc1)c1ccc(NC(=O)C2CC2)cc1
  4%	5%	-26%	-7%	-1%	-27%	-3	-7%[38.3 µM]	12%
- O=[N+]([O-])c1cc(Cl)ccc1Sc1ccccn1
  -14%	-5%	-30%	-1%	-1%	4%	-11	2%	1%
- O=C(Nc1cccc2ncccc12)c1ccc(OCc2ccccc2)cc1
  0%	-3%	-25%	1%	3%	6%	-4	5%	12%
- CCn1cc(C(=O)NCCc2ccccc2)c(=O)c2cc(S(=O)(=O)N3CCOCC3)ccc21
  -2%	-3%	-5%	1%	-2%	-8%	4	-2%	2%
- Cc1ccc2c(=O)cc(C(=O)Nc3c(C)cccc3C)oc2c1
  0%	5%	-5%	-2%	-3%	-30%	-1	37%[activator]	1%
- Cc1cccc(Cn2ccn(Cc3ccc(Cl)cc3)c(=O)c2=O)c1
  10%	-3%	-4%	2%	-2%	7%	-5	-15%	-15%
- Cc1cccc(N(CC(=O)NC(C)(C)C)C(=O)CCC(=O)Nc2ccccn2)c1
  9%	11%[57.1 µM]	-6%	-8%	-4%	-21%	-2	9%	9%[57.1 µM]
- O=c1[nH]c(C2CCCN(S(=O)(=O)c3cccc(Cl)c3)C2)nc2c1nnn2Cc1ccc2c(c1)OCCO2 (stereo not given)
  -1%	-1%	-11%	2%	-2%	10%	-9	-8%	9%
- Cc1ccc(S(=O)(=O)NN2C(=O)/C(=C/c3ccc(F)cc3)SC2=S)cc1
  -4%	-5%[57.1 µM]	-9%	-14%	-3%	-10%	-6	3%	-3%[57.1 µM]
- O=C(Nc1ccccc1)Nc1nnc(CSCc2ccccc2Cl)s1
  -15%	-5%	-20%	4%	5%	-4%	0	0%	-7%
- Cc1ncsc1C(=O)NCc1ccc(N2CCCC2=O)cc1
  -2%	12%	-12%	1%	6%	43%	-3	13%	26%
- CC(=Nc1ccccc1)C1=C(O)CC(C)(C)CC1=O
  -14%	0%[57.1 µM]	-20%	6%	1%	12%	-11	12%	9%[57.1 µM]
- COc1ccc(N2CCN(C(=O)CSc3nnc(-c4ccco4)n3C)CC2)cc1
  16%	-7%	-4%	4%	0%	9%	-15	0%	-6%
- COc1ccccc1NS(=O)(=O)c1cccc(C(=O)N/N=C/c2ccc(N3CCOCC3)cc2)c1
  -19%	-1%	-4%	-5%	-2%	15%	1	-4%	-8%

More records follow.
structure | Vif-A3F inh | TrxR1 substrate | USP1 inh | Vif-A3G inh | Glioma ERSR ind | RGS4 inh | LDHA inh | IDH1 R132H inh | rTrxR1 inhibitor
S=C(Nc1cc(Cl)cc(Cl)c1)NC1CCN(Cc2ccccc2)CC1 | 6% | -3% | -13% | ? | -16% | -41% | -1 | -6% | -4%
CCCCOc1ccc(/C=N/NC(=O)C2CCCNC2=O)cc1 (stereo not given) | 7% | -1%[57.1 µM] | -6% | 0% | 3% | -26% | 1 | 7% | -8%[2.29 µM]
CN(C(=O)c1ccc(OC2CCN(Cc3ccccn3)CC2)cc1)C1CCCCC1 | -3% | 4% | -22% | -10% | -2% | -22% | -1 | 23% | 7%
S=C(NCCCn1ccnc1)Nc1ccc(Cl)cc1Cl | -4% | 5%[57.1 µM] | 1% | 1% | -2% | -16% | -4 | 9% | 7%[57.1 µM]
COc1ccc(NS(=O)(=O)c2cc(S(C)(=O)=O)ccc2C)cc1 | -1% | 8%[57.1 µM] | 6% | 3% | -2% | 15% | -3 | 4% | 2%[57.1 µM]
CCOC(=O)C1CCN(CCCSc2ccc(Cl)cc2)CC1 | -3% | -5%[57.1 µM] | -2% | 1% | -3% | -21% | -13 | 8% | 5%[57.1 µM]
Cn1c(=O)c2c(ncn2CC(=O)OCC(=O)Nc2cc(Cl)ccc2C#N)n(C)c1=O | ? | 0% | -4% | 1% | -2% | 16% | -2 | 0% | 19%
CN(CCCNC(=O)CSc1cc(=O)n(C)c2ccc(Cl)cc12)Cc1ccccc1 | -11% | -5% | -19% | -2% | -3% | -13% | 0 | 0% | -9%
CC(C)CN(CC(C)C)S(=O)(=O)N1CCC(C(=O)NC2CCCCCCC2)CC1 | -7% | 8% | ? | 0% | 3% | -9% | -11 | -7% | 17%
Cc1onc(-c2ccccc2)c1C(=O)c1c[nH]c(C(=O)NCc2ccncc2)c1 | -7% | -11%[57.1 µM] | 0% | 5% | 3% | -15% | -4 | 6% | 19%[57.1 µM]
Cc1nc(SCCOc2ccc(F)cc2)c2ccccc2n1 | 6% | 1% | -7% | 3% | 6% | -12%[11.4 µM] | -10 | -9% | 32%
Cc1cccc(OCC(=O)Nc2c(C(=O)N3CCN(c4ccccc4)CC3)oc3ccccc23)c1 | -3% | -3% | -11% | 5% | -3% | 4% | 0 | 4% | 6%
CN1CCN(S(=O)(=O)c2ccc3c(c2)NC(=O)C2CCCN32)CC1 (stereo not given) | -5% | -5%[57.1 µM] | -26% | 0% | -3% | -6%[11.4 µM] | 5 | -1% | -64%
